Screening data deposited in PubChem BioAssay by National Center for Advancing Translational Sciences (NCATS).
AID inhibitor: Primary qHTS assay for inhibitors of Activation Induced Cytidine Deaminase (AID): AID signal. Single-stranded DNA cytosine deaminase (Homo sapiens), Q9GZX7. AID deamination FRET fluorescence, UDG-coupled, 4 h. Potency, µM (series often up to 115 µM), for the others: top-dose activity change, negative = inhibition, usual class: inhibitors. 0.32% of 91,000 active; further: nearly all actives have a fitted effect of over 25% in size
Target sequence (Q9GZX7 whole entry, looked up): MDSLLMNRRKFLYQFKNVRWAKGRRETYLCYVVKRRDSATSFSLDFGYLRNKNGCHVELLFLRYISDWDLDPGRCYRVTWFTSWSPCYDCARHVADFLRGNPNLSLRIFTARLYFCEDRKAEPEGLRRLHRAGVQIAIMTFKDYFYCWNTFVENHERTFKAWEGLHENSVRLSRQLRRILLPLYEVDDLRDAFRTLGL
UDG counter: Primary qHTS assay for inhibitors of Activation Induced Cytidine Deaminase (AID): UDG Counterscreen signal; Uracil-DNA glycosylase; FRET deamination/UDG coupled assay, UDG read, 4 h; 0.14% of 91,000 active; Potency, µM (series often up to 115 µM), without a hit: top-dose activity change, negative = inhibition, usual class: inhibitors; further: nearly all actives have a fitted effect of over 65% in size
The depositor's hits bear a star; ? = inconclusive; [ ] = remark or other dose. The call rests on the fitted dose curve; in most records, active means well fitted curve in the direction sought with a large enough effect; inconclusive means small, poorly fitted or top-dose-only effect, or another doubt; inactive means no such curve, though single readings can be large; an effect the other way counts as inactive or inconclusive. On the % scale 0 is the no-effect control and ±100 the full control effect; potency means the concentration at half of the fitted maximal effect. Not all compounds are listed (hit frequency here may not be typical).

structure	AID inhibitor	UDG counter
CCN(CC)C(=O)c1sc2c(c1C)c(=O)n(-c1ccc(Cl)c(Cl)c1)c(=O)n2Cc1cc(=O)n2c(C)cccc2n1	-3%	?
O=C(O)C1C2CCC(C2)C1C(=O)NCCCN1CCOCC1 (stereo not given)	3%	8%
CC1CC1c1ccc(/C=C/C(=O)N(Cc2ccccc2)C2CC2)o1 (stereo not given)	11%	-12%
Cc1cccc(C(=O)OCc2cc(=O)n3ccsc3n2)c1	6%	22%
CCN(CC)C(CNC(=O)Cc1ccccc1OC)c1ccsc1 (stereo not given)	-2%	1%
Cc1ccc(N(CC(=O)N2CCN(c3ccc(Cl)cc3)CC2)S(=O)(=O)c2c(C)nn(C)c2C)cc1	13%	4%
CC(NC(=O)C(c1ccccc1)C1CCCC1)C12CC3CC(CC(C3)C1)C2 (stereo not given)	-8%	-6%
COCCn1c(-n2nc(C)cc2C)nc2c1c(=O)n(CCc1ccccc1)c(=O)n2C	-7%	-5%
CC1Cc2cc(S(=O)(=O)CCC(=O)Nc3ccc(OC(F)(F)F)cc3)ccc2N1C(=O)C1CC1 (stereo not given)	-9%	0%[57.5 µM]
CCc1ccccc1NC(=O)CSc1nc2c(oc3ccccc32)c(=O)n1-c1ccccc1	?	15%
COC(=O)c1cccc(C(=O)NCC2CCC2)c1	-4%	2%
Cc1cccc(NCc2cc(C(C)(C)C)c(O)c(C(C)(C)C)c2)c1	5%	-12%
Cc1[nH]c2ccccc2c1C1c2ccccc2C(=O)N1CC(=O)N(C)C (stereo not given)	-3%	0%
Cc1ccccc1OCC(=O)Nc1nnc(S(=O)(=O)N2CCCC2)s1	0%	-6%
CCOC(=O)C(NC(=O)c1ccccc1)C(C)C (stereo not given)	-4%	-9%
O=C(Nc1ccc(Cl)cc1Cl)c1cc(S(=O)(=O)N2CCc3ccccc32)ccc1F	48%[activator]	-6%
CCOc1ccc(-c2cc(NC(=O)Nc3cccc(C(C)=O)c3)c(C(=O)OC)s2)cc1	8%	23%
COCCn1c(C)cc(O)c(C(c2ccccc2OC)N2CCCCC2)c1=O (stereo not given)	12%	19%
CCc1cccc(C)c1NC(=O)CCc1ncc(-c2ccccc2F)o1	9%	2%
COc1cc(OC)c(NC(=O)C(C)n2nc(-c3ccc(C)cc3)c3c(c2=O)CCCC3)cc1Cl (stereo not given)	?	?
COc1ccccc1C(=O)Nc1c(C(=O)NC(C)(C)C)oc2ccccc12	6%	0%
O=C(OCc1cc(=O)oc2cc(O)ccc12)c1ccc(N2CCOCC2)nc1	-17%	-5%
O=C(Oc1ccc2cc(-c3ccccc3)c(=O)oc2c1)c1ccco1	-11%	4%
O=C(Nc1cc(Cl)ccc1F)c1cccc2ccccc12	-4%	-4%

Of the compounds above, these contain a thiophene ring, fused or not.
structure	AID inhibitor	UDG counter
CCN(CC)C(=O)c1sc2c(c1C)c(=O)n(-c1ccc(Cl)c(Cl)c1)c(=O)n2Cc1cc(=O)n2c(C)cccc2n1	-3%	?
CCN(CC)C(CNC(=O)Cc1ccccc1OC)c1ccsc1 (stereo not given)	-2%	1%
CCOc1ccc(-c2cc(NC(=O)Nc3cccc(C(C)=O)c3)c(C(=O)OC)s2)cc1	8%	23%

The listing picks up, starting four compounds before the break.
structure	AID inhibitor	UDG counter
COc1ccccc1C(=O)Nc1c(C(=O)NC(C)(C)C)oc2ccccc12	6%	0%
O=C(OCc1cc(=O)oc2cc(O)ccc12)c1ccc(N2CCOCC2)nc1	-17%	-5%
O=C(Oc1ccc2cc(-c3ccccc3)c(=O)oc2c1)c1ccco1	-11%	4%
O=C(Nc1cc(Cl)ccc1F)c1cccc2ccccc12	-4%	-4%
O=C(NCCc1ccccn1)c1ccc(C2CCCCC2)cc1	-5%	-13%
CC(=O)c1sc(-c2ccc(Br)cc2)nc1C	0%	8%
O=C(COc1ccccc1)Nc1ccc2c(=O)c3ccccc3oc2c1	4%	-4%
Cc1ccc(-c2nnc(CCC(=O)N3CCc4sccc4C3)o2)cc1	-4%	-3%
COc1ccccc1NC(=O)CSc1ncc2c(n1)-c1cc(Cl)ccc1N(C)S2(=O)=O	15%	5%
COc1cccc(CSC2=NS(=O)(=O)c3ccccc3N2Cc2ccccc2)c1	-5%	-3%
COc1ccc(/C=C(/C#N)C(=O)Nc2cccc3ncccc23)cc1OC	-3%	2%
CCOCCCNc1nc2ccccc2n2c(CC)nnc12	-1%	0%

One compound at a time, from the list above.
COc1ccccc1NC(=O)CSc1ncc2c(n1)-c1cc(Cl)ccc1N(C)S2(=O)=O reads AID inhibitor: 15%; UDG counter: 5%
COc1cccc(CSC2=NS(=O)(=O)c3ccccc3N2Cc2ccccc2)c1 reads AID inhibitor: -5%; UDG counter: -3%

(next part)
structure	AID inhibitor	UDG counter
Cc1cc(C(C)(C)C)ccc1OC(=O)c1ccc(C#N)cc1	-9%	-6%
CCOC(=O)c1ccc(NC(=O)CSc2nc(CCSC)c(C)[nH]2)cc1	2%	-6%
O=C(Cc1c[nH]c2ccccc12)NCCc1ccc(Cl)cc1	-2%	-3%
Cc1ccc(NC(=O)CCNS(=O)(=O)c2cccc3nsnc23)cc1	-5%	17%
CCCOc1ccccc1C(N)C(=O)OCC (stereo not given)	3%	-6%
COc1ccccc1-c1nn(CCC(=O)Nc2ccc(C)cc2)c2nc(C)cc(C)c12	?	-12%
O=C(Nc1ccc(SC(F)F)cc1)c1n[nH]c(=O)c2ccccc12	-3%	4%
CCOc1ccccc1NC(=O)Cn1c(=O)n(Cc2ccccc2)c(=O)c2c1c1cc(C)ccc1n2C	3%	2%
O=C(Nc1cccc(Cl)c1)N1CCSc2ccccc21	?	16%
COC(=O)c1nc2n(n1)C(c1cc(OC)ccc1OC)C(C(=O)Nc1ccc(C)cc1C)=C(C)N2 (stereo not given)	8%	1%
CCc1ccc(NC(=O)Cc2nc(-c3[nH]c(C)c(C(=O)OC)c3C)cs2)cc1	4%	-23%
CC(=O)Nc1ccc(C(=O)CSc2nnc(-c3ccccc3)n2-c2ccccc2)cc1	1%	2%
Cc1ccc(CCNC(=O)c2ccc3c(c2)nc2n3CCC(C)C2)cc1 (stereo not given)	7%	-1%[57.5 µM]
Cc1ccc2c(CN3CCN(Cc4ccccc4Cl)CC3)cc(=O)oc2c1	-1%	-1%
Cc1ccc(NC(=O)Nc2nnc(N(CC(C)C)CC(C)C)s2)cc1Cl	-8%	-24%
CCC(NC(=O)Cn1cnc2sc(C)c(-c3ccccc3)c2c1=O)c1ccc(C)cc1 (stereo not given)	-15%	-9%
CCOC(=O)C(CC(C)C)NC(C)=O (stereo not given)	4%	10%
Cc1cccc(C)c1NC(=O)Cn1c(=O)n(Cc2ccc3c(c2)OCO3)c(=O)c2oc3ccccc3c21	5%	2%
CCCCc1c(C)[nH]n(-c2nc3ccccc3[nH]2)c1=O	-1%	-2%
CNC(=O)c1ccc(NC(=O)Cc2ccc(OC)cc2)cc1	0%	3%
O=C(NC1CCS(=O)(=O)C1)c1cc2sccc2n1Cc1ccc(Cl)cc1 (stereo not given)	-12%	-12%
O=C(NCCO)c1cc2ccccc2[nH]1	4%	7%
O=C(/C=C/c1ccccc1O)c1ccc(Cl)cc1Cl	-19%	-6%
Cc1cccc(NC(=O)CSc2nc(=O)n(Cc3cccnc3)c3c2CCC3)c1C	-28%	?
COc1ccc(NS(=O)(=O)c2ccc3c(c2)NC(=O)CCS3)c(OC)c1	-16%	10%
CCOc1ccccc1-n1nnc(-c2nc(-c3ccccc3)no2)c1N	35%[activator]	7%
COc1ccc(N2CCN(C(=O)c3ccc4c(c3)CCN4S(C)(=O)=O)CC2)cc1	-12%	-6%
Cc1cc(NC(=O)c2cccc(Cl)c2)ccc1-c1cc2ccccc2oc1=O	17%[57.5 µM]	-6%[57.5 µM]
Cc1ccc(NC(=O)C2CCN(c3nnc(C)c4c(C)n(-c5ccccc5)nc34)CC2)c(Cl)c1	3%	-1%
O=C(NC(C1CC1)C1CC1)C1CCCCC1	0%	15%
CC(=O)N[C@@H](CS)C(=O)O	5%	-7%
COc1cc(F)ccc1-c1ccc(=O)n(CC(=O)N(C)C2CCS(=O)(=O)C2)n1 (stereo not given)	10%	2%
COc1ccc(CNC(=O)CN2C(=O)c3cccnc3Oc3ccc(C)cc32)cc1	3%	-13%
Cc1cc(C)c(C(=O)COC(=O)c2cccc(C)c2C)cc1C	19%	8%
COc1ccc(-n2nnnc2SCn2nnc3ccccc3c2=O)cc1	-19%	-9%
C(=C\c1ccccc1)/CN1CCN(C(c2ccccc2)c2ccccc2)CC1	0%	9%
O=C(CSc1cn(CC(=O)N2CCCCC2)c2ccccc12)Nc1ccccc1	2%	6%
COc1ccc(-c2nc(C#N)c(N(C)CCC#N)o2)cc1	-6%	14%
CCCNC(=O)c1ccc(OC(C)C)cc1	-6%	0%
CCCn1c2ccccc2c2cnn(CC(=O)NCCc3ccc(S(N)(=O)=O)cc3)c(=O)c21	-11%	-18%[57.5 µM]
O=C(O)c1cc(-c2ccco2)nc2c(Cl)cccc12	-13%	0%
COc1cc(NS(=O)(=O)c2c(C)nc3sc(C)c(C)n3c2=O)cc(OC)c1	10%	5%
Cc1cccc(N(C)S(=O)(=O)c2nnc(NC(=O)c3cccs3)s2)c1	?	-5%[57.5 µM]
CC(=O)N1CCC(C(=O)Nc2ccc(Cl)cc2F)CC1	-10%	-8%
O=C1NC(c2cccc([N+](=O)[O-])c2)=CCN1c1ccccc1O	-1%	0%
COc1ccc(C(=O)Oc2cc(-c3ccc(OC)c(OC)c3)cc(=O)c3c(C)oc(C)c23)cc1	139%[activator]	-6%
CCc1nonc1NC(=O)c1oc2cc(C)c(Cl)cc2c1C	-6%	-14%
Cc1cccc(NS(=O)(=O)c2ccc(Cl)c(C(=O)Nc3ccccc3C)c2)c1	15%	6%
CC(C)CN1CCN(c2nc3c(c(=O)[nH]c(=O)n3C)n2CCc2ccccc2)CC1	-7%	0%
Cc1cccc(N/C=C/C(=O)C(F)(F)F)c1	-1%	-5%
CCCn1c(C)cc(C(=O)CSc2nc3nc(C)cc(C)n3n2)c1C	-5%	6%
CC(C)CCNC(=S)Nc1ccc(SC(F)F)cc1	-5%	-8%
Cc1cccc2c1ccn2CCC(=O)Nc1nnc(C2CC2)s1	-8%	-26%
Cc1ccc(NC(=O)c2cc3ccccn3n2)cc1F	6%	13%
Cc1ccsc1CN(C(=O)c1ccc(OCC(C)C)cc1)C1CCS(=O)(=O)C1 (stereo not given)	?	-9%
COc1ccc(-n2ccnc(NCc3cccs3)c2=O)cc1OC	-23%	?

New compounds follow.
structure	AID inhibitor	UDG counter
N#Cc1ccccc1NC(=O)CSc1nnc(N)s1	8%	-8%
Cc1cc(C)cc(OCCOC(=O)c2cc(Cl)ccc2O)c1	-3%	-3%
CC(=O)c1cccc(NC(=O)C(C)Sc2cc(Cl)ccc2Cl)c1 (stereo not given)	-2%	0%
Cc1ccc(NC(=O)C(Cc2ccccc2)NS(=O)(=O)c2ccc3c(c2)c(=O)n(C)c(=O)n3C)cc1 (stereo not given)	?	-3%
Cc1ccc(CNC(=O)c2ccc3c(c2)NC(=O)C(CS(=O)(=O)Cc2cccc(F)c2)N3)cc1 (stereo not given)	171%[activator]	?
CC(C)c1nnc(SCC(=O)NC2CCCCCC2)o1	3%	-3%
CC(C)Cc1nn2c(=O)cc(COC(=O)c3ccccc3NC(=O)c3ccccc3)nc2s1	-12%	-12%
Cc1ccc(NC(=O)CCc2ncc(-c3ccccc3F)o2)cc1	0%	4%
O=C(/C=C/Nc1cccc(C(F)(F)F)c1)c1ccc(Br)cc1	-11%	-23%
COc1ccc(CCNC(=O)CN2C(=O)COc3ccc(C)cc32)cc1OC	9%	5%
CC(C)(C)C(=O)CSc1nc2ccsc2c(=O)n1Cc1ccccc1Cl	-9%	-7%
Cc1ccccc1OCc1cc(=O)n2c(-c3ccccc3)csc2n1	6%	0%
Cc1nc2ccn(Cc3cccnc3)c(=O)c2cc1C(=O)NCc1ccccc1	8%	-3%
Cc1ccc(NC(=O)C(CC(C)C)N2Cc3ccccc3C2=O)cc1F (stereo not given)	10%	27%
COc1ccc(CCNC(=O)c2ccc3c(c2)nc2n3CCC(C)C2)cc1OC (stereo not given)	5%	-6%[57.5 µM]
OCc1cnc(SCc2cccc(F)c2)n1Cc1ccc(F)cc1	-34%	-5%
O=C(Nc1c(F)c(F)c(F)c(F)c1F)C12CC3CC(CC(C3)C1)C2	0%	7%
